MEKK2 WT-MEK5 = raises or lowers MEK5 binding to wildtype human MEKK2 PB1 domain; Q9Y2U5; bead flow cytometry, Alexa488-MEK5 binding to MEKK2 WT; actives lie on both sides; binding response (% of control), % at 10 µM; 290,000 compounds, 1.1% hits; AID 1531; in the data active = binding response below about 67% or above about 130%
OXTR agonist = activates the human oxytocin receptor; P30559; CHO-OTR cells, Fluo-8 calcium fluorescence; normalized: DMSO 0%, oxytocin 100%; activation, % at 3 µM; 320,000 compounds, 0.32% hits; AID 2435;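 active = activation above the mean of all tested compounds plus 3 SD, cutoff set per screening run, cut at about 20% in these data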;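 also: peak over basal fluorescence ratio from a 100 s FLIPR kinetic read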
Target sequence (P30559 whole entry, looked up): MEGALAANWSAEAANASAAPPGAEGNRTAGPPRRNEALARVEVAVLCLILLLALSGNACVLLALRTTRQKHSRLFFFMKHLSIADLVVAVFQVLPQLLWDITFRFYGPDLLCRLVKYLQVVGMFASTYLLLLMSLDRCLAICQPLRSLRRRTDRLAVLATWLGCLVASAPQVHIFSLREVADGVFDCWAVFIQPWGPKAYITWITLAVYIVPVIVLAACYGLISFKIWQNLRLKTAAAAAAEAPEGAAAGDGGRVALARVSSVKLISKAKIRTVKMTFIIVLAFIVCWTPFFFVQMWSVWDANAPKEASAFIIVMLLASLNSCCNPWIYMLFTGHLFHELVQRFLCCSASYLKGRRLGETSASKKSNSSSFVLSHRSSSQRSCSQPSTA
GalR3 antag = blocks the human galanin receptor 3 | HEK293 GalR3-CNG cAMP membrane potential fluorescence; galR3 body fused to GalR1 C-terminus | 360,000 compounds, 0.44% hits | inhibition, % at 3 µM | AID 651719 | O60755;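 active = inhibition above the screen-wide average plus 3 SD, cut at about 13% in these data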;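 also: forskolin and galanin both at EC90 stimulate the cells; cAMP rise reported by CNG channel membrane potential dye signal; 0% = forskolin plus galanin with DMSO and 100% = forskolin alone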
Target sequence (O60755 1-299 limits assumed): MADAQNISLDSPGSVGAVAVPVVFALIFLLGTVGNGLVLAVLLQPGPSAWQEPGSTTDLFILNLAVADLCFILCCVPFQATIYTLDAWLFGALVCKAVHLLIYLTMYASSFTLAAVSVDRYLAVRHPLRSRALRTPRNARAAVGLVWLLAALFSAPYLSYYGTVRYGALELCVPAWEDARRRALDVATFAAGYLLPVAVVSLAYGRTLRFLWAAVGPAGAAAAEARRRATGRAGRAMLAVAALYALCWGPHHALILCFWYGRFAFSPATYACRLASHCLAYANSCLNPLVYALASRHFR
V1R ag counter = counter-screen for oxytocin receptor agonists: human V1a receptor agonists | CHO-V1R cells, Fluo-8 calcium fluorescence, agonist mode; 0% DMSO, 100% 3 nM vasopressin | 320,000 compounds, 0.25% hits | P37288 | activation, % at 3 µM;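 active = activation above the mean activation of all tested compounds plus 3 SD, per screening run, cut at about 20% in these data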;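 also: signal is peak over basal fluorescence ratio across a 100 second FLIPR read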
Target sequence (P37288 whole entry, looked up): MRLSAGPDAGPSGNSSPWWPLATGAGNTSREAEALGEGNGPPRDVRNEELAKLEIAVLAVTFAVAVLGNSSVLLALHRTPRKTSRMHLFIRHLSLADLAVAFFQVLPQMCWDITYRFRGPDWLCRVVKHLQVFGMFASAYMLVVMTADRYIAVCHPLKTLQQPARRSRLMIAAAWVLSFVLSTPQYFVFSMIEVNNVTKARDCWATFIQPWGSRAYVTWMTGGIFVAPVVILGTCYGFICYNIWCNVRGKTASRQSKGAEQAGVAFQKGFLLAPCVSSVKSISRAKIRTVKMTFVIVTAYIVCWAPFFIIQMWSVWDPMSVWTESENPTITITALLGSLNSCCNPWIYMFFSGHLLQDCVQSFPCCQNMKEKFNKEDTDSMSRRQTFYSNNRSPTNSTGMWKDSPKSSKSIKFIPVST
OXTR potentiator = potentiates the human oxytocin receptor response; CHO-OTR cells, Fluo-8 calcium fluorescence, potentiator mode; 0% = oxytocin EC15, 100% = EC100; 320,000 compounds, 0.061% hits; activation, % at 3 µM; P30559; AID 2445;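 active = activation above that plate's cutoff, the mean activation of tested compounds plus 3 SD, cut at about 6.6% in these data, passing the limit was not always enough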;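 also: 100% uses oxytocin at 75 nM as the full agonist control; some results filed as inactive read as strong as hits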
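assay system = CHO-OTR cells, human receptor | schedule = compound 6 min at room temperature before oxytocin, 100 s read | detection = Fluo-8 intracellular calcium fluorescence, ex 470-495, em 515-575 nm | evaluation = normalized max/min fluorescence ratio, % activation | control set = EC15 oxytocin alone as 0%, 75 nM oxytocin (EC100) as 100%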
NALP1 inh = blocks the NALP1 inflammasome reconstituted in yeast; S. cerevisiae NALP1/ASC/caspase-1 growth, X-gal OD620, 72 h; inhibition, % at 10 µM; 280,000 compounds, 0.61% hits; in the data active = inhibition mostly above about 24%, no sharp cut-off; inactive = mostly below about 32%; also: some compounds called inactive have numbers as strong as hits
GPR7 antag = blocks human GPR7 receptor signaling | P48145 | inhibition, % at 4.4 µM | GPR7-expressing cells, fluorescence antagonist assay | 290,000 compounds, 1.1% hits; in the data active = inhibition above about 16%, passing the limit was not always enough;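 also: cells stimulated with the agonist NPW; 0% = agonist with vehicle and 100% = vehicle without agonist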
MEKK2mut PB1 HTS = signal of MEK5 binding to mutant human MEKK2 PB1 domain | bead flow cytometry, Alexa488-MEK5 binding to MEKK2 mutant | percent response, % at 10 µM | 290,000 compounds, 0.35% hits | AID 1530; in the data active = percent response above about 24%, passing the limit was not always enough; also: inactives centre near 1; some results filed as inactive read as strong as hits
M18AAP inhibitor = PfM18AAP enzyme inhibition | recombinant PfM18AAP, H-Glu-NHMec fluorogenic cleavage | inhibition, % at 7.35 µM | 290,000 compounds, 1.2% hits | AID 1822;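 active = inhibition above the campaign mean inhibition over all tested compounds plus 3 SD, cut at about 28% in these data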;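 also: 0% = plate median of test compound wells and 100% = 2 mM ZnCl2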
Starred values were filed as active, the others as inactive; · = not tested or not shown. Random draw from the library (roughly 4.1% active in at least one column).

The opening 4 compounds, to show the layout:
SMILES	MEKK2 WT-MEK5	OXTR agonist	GalR3 antag	V1R ag counter	OXTR potentiator	NALP1 inh	GPR7 antag	MEKK2mut PB1 HTS	M18AAP inhibitor
Cc1nn(-c2ccccc2)c(C)c1/C=N/NC(=O)c1ccccc1NS(=O)(=O)c1cccs1	93	5.7	-3	8.5	-10	18	-8	-2	4
COc1cc(/C=C2/SC(=S)N(c3c(C)n(C)n(-c4ccccc4)c3=O)C2=O)ccc1O	54	9.7	-8	9.9	-7	-4	2	-16	33*
CCN1CCN(C(=S)NC(CC(=O)c2ccccc2)c2ccccc2)CC1 (configuration not stated)	102	2.9	-6	1.0	-7	10	-9	-1	-4
COc1ccc(C(=O)Nc2ccccc2C(=O)N2CCCCC2C)cc1 (configuration not stated)	103	0.6	-8	1.1	-4	18	-18	4	-5

The whole of this part, from the start:
SMILES	MEKK2 WT-MEK5	OXTR agonist	GalR3 antag	V1R ag counter	OXTR potentiator	NALP1 inh	GPR7 antag	MEKK2mut PB1 HTS	M18AAP inhibitor
Cc1nn(-c2ccccc2)c(C)c1/C=N/NC(=O)c1ccccc1NS(=O)(=O)c1cccs1	93	5.7	-3	8.5	-10	18	-8	-2	4
COc1cc(/C=C2/SC(=S)N(c3c(C)n(C)n(-c4ccccc4)c3=O)C2=O)ccc1O	54	9.7	-8	9.9	-7	-4	2	-16	33*
CCN1CCN(C(=S)NC(CC(=O)c2ccccc2)c2ccccc2)CC1 (configuration not stated)	102	2.9	-6	1.0	-7	10	-9	-1	-4
COc1ccc(C(=O)Nc2ccccc2C(=O)N2CCCCC2C)cc1 (configuration not stated)	103	0.6	-8	1.1	-4	18	-18	4	-5
Nc1nc2c3ccccc3nc(Cc3ccccc3)n2n1	91	1.1	-1	-0.4	1	22	-6	-3	-3
O=C(CN1C(=O)NC(Cc2c[nH]c3ccccc23)C1=O)Nc1cccc(S(=O)(=O)N2CCCC2)c1 (configuration not stated)	102	-1.1	-5	0.1	-10	-6	3	2	-7
O=C(O)c1cccc(S(=O)(=O)Nc2ccc(S(=O)(=O)N3CCOCC3)cc2)c1	101	1.0	-3	2.4	-8	6	-2	1	-9
COc1ccc(CN2C(=O)N(c3ccc(OC)cc3)C(=O)C2CC(=O)Nc2ccccc2)cc1 (configuration not stated)	98	-1.2	·	-0.1	-5	11	-17	-3	0
COc1ccc(CN(C)C(=O)c2sccc2-c2ccccc2)c(OC)c1	103	-1.4	-3	0.8	-7	8	-13	3	-4
CCOCCCNC(=O)c1cc2c(-c3ccc(Cl)cc3)nn(C)c2s1	125	-2.0	-1	-0.6	-3	-2	-4	7	-10
Cc1ccc(S(=O)(=O)N2CCN(C(=O)CSc3nnc(C)c(=O)[nH]3)CC2)cc1	111	-2.0	11	0.5	-15	5	-6	9	8
COc1ccc(S(=O)(=O)N2CCCC2=O)cc1N(C)S(C)(=O)=O	103	·	-5	·	·	6	-11	0	-7
CC(CN1CCCC(C(N)=O)C1)c1ccccc1 (configuration not stated)	105	2.0	-5	0.6	-5	5	-4	3	-1
CC(C)(C)NS(=O)(=O)c1cc2c3c(c1)CCN3C(=O)CC2	104	1.1	-7	0.8	-6	16	4	-1	-1
Cc1ccc2cc3c(nc2c1)N(c1ccccc1)CC3	99	-1.8	1	0.4	-2	-7	6	-2	4
NC(=NCCc1ccccc1)NS(=O)(=O)c1ccc2ccccc2c1	106	1.8	-2	4.3	-8	38	-4	3	6
O=C(CN1CCN(S(=O)(=O)c2ccccc2)CC1)Nc1ccc2c(c1)OCO2	101	0.2	-1	0.2	-18	-5	3	-1	5
O=C(Nc1ccccc1)c1ccccc1OCC(O)CN1C(=O)c2ccccc2S1(=O)=O (configuration not stated)	100	3.6	-1	3.1	-7	11	-3	-1	-3
COc1ccc(CCNC(=O)CCCn2ncn3c(cc4occc43)c2=O)c(OC)c1	110	-1.8	-8	-0.5	-5	3	-14	14	6
Oc1ccccc1/C=N/NC(=S)NC1CC2C=CC1C2 (configuration not stated)	95	0.2	0	1.5	-13	18	-19	1	4
CC(C)c1ccc(-c2cc(C(=O)NN3CCN(C)CC3)c3ccccc3n2)cc1	98	2.4	-3	3.2	-14	27	5	-4	0
O=C(CCCN1C(=O)/C(=C/c2ccccc2Cl)SC1=S)NNC(=O)c1ccccc1	94	-1.6	-3	1.6	-10	13	-7	-2	3
O=C(COC(=O)c1ccc2c(c1)OCO2)NCc1ccc(Cl)cc1	104	-0.8	-4	-0.3	-7	-8	2	4	-4
Cc1ccccc1NS(=O)(=O)c1cc(C(=O)NCCC2=CCCCC2)ccc1C	91	-1.6	-11	-0.7	-3	5	1	0	2
CC(C)N(C(=O)Cn1c(Cl)nc2ccccc21)C(C)C	95	0.0	-4	0.9	0	9	-3	-15	0
COC(=O)c1c(-c2ccc(F)cc2)csc1NC(=O)c1ccco1	93	-1.9	-4	0.5	-5	11	-14	-12	2
CC(=O)c1c(C)[nH]c(C(=O)N2CCc3ccccc32)c1C	107	-0.4	1	1.8	-10	-16	-11	3	2
CN(CC(=O)NCCc1ccc(S(N)(=O)=O)cc1)S(=O)(=O)/C=C/c1ccccc1	100	-0.2	-9	0.5	-1	11	-10	-1	1
Cc1onc(C(=O)Nc2c(C)n(C)n(-c3ccccc3)c2=O)c1[N+](=O)[O-]	83	-0.3	-6	1.4	-1	·	7	-13	12
CC(C)CCCN1C(N(C)C)=NC[C@@H]1Cc1ccccc1	·	0.4	-11	-0.3	5	·	·	·	·
CCOc1nc2ccccc2cc1C=O	95	-0.3	-5	-0.4	-26	8	-1	-4	2
COc1ccc(-c2noc(CN3CCN(C(=O)c4cccs4)CC3)n2)c(OC)c1OC	102	2.6	-9	1.3	-6	1	2	1	1
C/C(=N\N1CCN(c2ccccc2)CC1)c1ccccc1O	107	-1.1	-11	0.0	-11	·	-16	3	4
Cc1cccc(CNc2ncnc3ccc(-c4cccnc4)cc23)c1	·	1.1	-3	0.6	3	·	·	·	·
Nc1ccc(-c2nc3ncccc3o2)c(Cl)c1	102	-0.5	-2	0.1	-5	-8	6	5	1
Cc1ccc(-n2c([O-])nc(-[n+]3ccccc3)c2C=O)cc1	85	0.6	1	0.8	-4	-6	-2	-14	11
CC(=O)Nc1ccc(S(=O)(=O)N2CCNC(=O)C2)cc1	·	2.3	-1	1.1	-1	·	·	·	·
COc1ccc(C2=NOC(C(=O)NCc3ccco3)C2)cc1OC (configuration not stated)	99	0.9	-9	0.4	0	30	13	2	5
CCOC(=O)c1cc(S(=O)(=O)NCCc2ccc(OC)c(OC)c2)cn1C	97	1.0	-1	1.2	-3	24	-2	-2	3
CCCCN(C(=O)CSc1nnc(-c2ccccc2)n1C)c1c(N)n(Cc2ccccc2)c(=O)[nH]c1=O	116	-0.3	-5	0.5	-6	36	-11	3	1
COCCC(=O)N1CCC(Oc2ccc(C(=O)NCCSC)cc2)CC1	97	1.5	-5	0.5	-1	-19	5	-4	15
COc1ccc(O)c(-c2[nH]ncc2C(=O)c2ccccc2)c1	88	1.3	-4	3.3	-6	-14	-8	-14	15
COCC(=O)Oc1c(Sc2ccccc2[N+](=O)[O-])c(C)nn1C(C)(C)C	68	1.6	-4	-0.4	-1	10	6	-15	-2
Cn1c(SCC(=O)NC(=O)Nc2ccccc2)nnc1-c1ccncc1	101	0.3	-4	-0.3	-8	18	-1	-4	-3
NCCNc1ccc([N+](=O)[O-])cc1	106	0.6	-3	0.8	3	3	-10	2	6
CCc1cccc2c(C(=O)CN3C(=O)C(=O)N(C4CCCC4)C3=O)c[nH]c12	·	11	1	5.1	-11	·	·	·	·
Cc1cc(NC(=O)CCN2CC(C)OC(C)C2)ccc1Br (configuration not stated)	105	·	1	·	·	17	-3	7	2
C=CCOc1c(Cl)cc(CNc2ccc(C)c(Cl)c2)cc1OC	116	-0.8	·	1.1	-11	14	-2	5	3
CCCNC(=O)C(Cc1ccccc1C)NC(=O)c1ccc(C#N)cc1 (configuration not stated)	·	0.2	-6	0.7	-3	·	·	·	·
COc1cc2c3nc4n(c(=O)c3n(CC(=O)NCC3CCCO3)c2cc1OC)CCS4 (configuration not stated)	102	-1.0	-5	0.6	-4	15	3	-2	1
C/C(=N\Nc1nc(C)cc(C)n1)c1ccc(C)o1	99	-1.3	-4	-0.7	-4	20	4	-9	6
COc1cc(C(C(=O)NC(C)(C)C)N(Cc2ccc3c(c2)OCO3)C(=O)c2cnccn2)cc(OC)c1OC (configuration not stated)	58	-1.1	-1	-0.4	0	11	-3	-14	-4
Cc1ccc(C(C)C)c(OC(=O)/C=C/c2ccccc2)c1	98	-0.1	1	-0.5	1	25	6	-9	-4
O=C(CN1CC(c2ccccc2)CC1=O)Nc1ccc2c(c1)OCO2 (configuration not stated)	105	-0.4	-2	0.0	5	29	3	-2	-1
N#C/C(=C\c1c(N2CCOCC2)nc2ccccn2c1=O)C(=O)NC1CCS(=O)(=O)C1 (configuration not stated)	105	0.6	-5	1.3	-14	12	-14	5	5
CSc1ccc(CN2CCCC(CO)(Cc3ccccc3)C2)cc1 (configuration not stated)	101	-1.1	-3	2.7	-1	1	0	-7	4
CCCCCn1c(SCC(=O)OCC)nc2cc(C(=O)NCc3ccco3)ccc2c1=O	·	-0.8	-4	-1.0	-5	14	5	·	-2
CC(=O)Nc1cc(C(=O)N2CCc3ccccc3C2)ccc1Sc1ccc(Cl)cc1	106	0.0	-5	1.9	-5	28	0	0	-6
Clc1ncc(Cn2cccn2)s1	98	0.5	0	1.0	1	-4	11	0	2
Cc1ccccc1-c1nnc(SCC(=O)N2CCCC2)o1	103	-0.5	-2	0.0	-7	-6	-8	9	-7

(cont.)
SMILES	MEKK2 WT-MEK5	OXTR agonist	GalR3 antag	V1R ag counter	OXTR potentiator	NALP1 inh	GPR7 antag	MEKK2mut PB1 HTS	M18AAP inhibitor
COC(=O)Cn1cnc2c(nnn2-c2ccc(C)cc2)c1=O	109	-0.5	0	-0.4	-3	2	0	6	0
Cc1ccc(-c2nnc(N3CCOCC3)c3ccccc23)cc1S(=O)(=O)NCC1CCCO1 (configuration not stated)	99	-1.3	-4	-1.1	-8	-13	-10	-1	-3
CC12CCC(C(=O)N(NC(=O)c3ccccc3O)C1=O)C2(C)C (configuration not stated)	96	0.3	-5	-0.2	6	2	-9	-2	4
O=C(N/C(=C\c1ccc(F)cc1)C(=O)N1CCOCC1)c1ccccc1	99	0.1	-7	-0.1	-5	-14	-4	-4	-3
CCOc1ccccc1NC(=O)c1nnn(CC(=O)Nc2ccc3c(c2)OCO3)c1N	87	-0.1	5	3.0	-4	32	-1	-5	-11
Cc1cc(/C=C2/NC(=O)N(Cc3ccccc3F)C2=O)c(C)n1-c1ccccn1	100	-0.3	-7	0.1	-12	10	-6	-1	2
CN(CC(=O)Nc1ncn[nH]1)S(=O)(=O)c1cc(Cl)ccc1Cl	100	-0.4	-2	0.3	-4	5	-15	0	18
CN(C)c1cccc(C(=O)OCc2cc(=O)oc3cc(O)ccc23)c1	114	6.6	-4	1.9	-9	7	-2	6	11
CCn1c2ccc(F)cc2c2nnc(SCCN3CCCCC3)nc21	108	·	-12	·	·	20	-13	6	-13
CCN(CC(=O)NCc1cccs1)C(=O)/C=C/c1cc(OC)ccc1OC	·	-1.4	-7	-0.3	-2	·	·	·	·
O=C(c1cccc2c1-c1ccccc1C2)N1CCCCC1	86	-2.5	0	-1.3	-8	16	-5	-12	-5
